Compound activity deposited in PubChem by National Center for Advancing Translational Sciences (NCATS).
TGFb SMAD3 inh – blocks TGF-b signaling. HepG2 CAGA-GFP TGF-b/SMAD3 reporter, GFP fluorescence, 18 h; TGF-beta stimulated, 500 pg/mL final. Potency, µM (series often up to 46.1 µM), inactives show at the highest dose activity, negative = inhibition, most hits filed as inhibitors. actives 1.2% (n = 410,000). AID 588855; note: potency is the fitted concentration of half-maximal effect; % is set by controls: 0 for no effect and ±100 for the full control effect; nearly all actives have a fitted effect of over 65% in size
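TGF-beta reporter screen: HEPG2 CAGA-GFP, 1% FBS, 500 pg/mL TGF-beta final, 18 h; per-cell GFP summed per well; curves fitted and categorized by class.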
ATXN viability – viability counter-screen for ATXN expression inhibitors. S2 cells (HEK-293 line with an ATXN2-luciferase reporter) viability, CellTiter-Fluor protease fluorescence, 24 h. actives 0.49% (n = 400,000). Potency, µM (highest dose often 56.7 µM), hits mostly cytotoxic. AID 651635; note: potency is the fitted concentration of half-maximal effect; nearly all actives have a fitted effect of over 40% in size
IL2 activator – activates IL-2 in a cell-based reporter assay; IL-2 activation reporter assay, cell-based qHTS; stimulated with anti-CD3/CD4/CD28 beads; in transgenic mouse T cells; activation, % (series mostly up to about 46 µM); actives 0.065% (n = 360,000); AID 652025; in the data active = activation above about 50%; inconclusive = mostly about 30% to 49%; note: 0% is about no effect
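Readout: EGFP and DsRed signals by fluorescent plate cytometry. Unstimulated transgenic mouse T cells received compound 60 min before antibody-bead stimulation, then incubated 18 h at 37 degrees C.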
ATXN2 expr inh – reduces ATXN2 reporter expression in HEK-293 cells. AID 1745845. Potency, µM (top dose mostly 57 µM), inactives show top-dose activity change, negative = inhibition, hits mostly inhibitors. actives 0.72% (n = 360,000). HEK-293 ATXN2-luciferase reporter, luminescence, 24 h; note: potency is the fitted concentration of half-maximal effect; % is set by controls: 0 for no effect and ±100 for the full control effect; nearly all actives have a fitted effect of over 55% in size
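ATXN2-luciferase reporter cells (luciferase flanked by upstream and downstream ATXN2 gene portions) were treated 24 h at 37 °C with compounds at up to 57 uM. SteadyGlo luminescence gave expression; GF-AFC fluorescence gave viability.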
Nrf2 ARE act – Nrf2 pathway activation | AREc32 ARE-luciferase reporter (MCF7-derived line), luminescence, 24 h | Potency, µM (series often up to 46.1 µM), inactives show at the top dose activation, usual class: activators | actives 0.31% (n = 410,000); note: potency is the fitted concentration of half-maximal effect; % of control where 0% means no effect; nearly all actives have a fitted effect of over 65% in size
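AREc32_Fluc, 1000 cells/well, OPTI-MEM + 5% FBS, o/n 37 deg C 5% CO2; 23 nL cpd by pin tool, 24 hr; Steady-Glo 30 min RT, luminescence.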
EPAC2 agonist – EPAC2 (human) agonism | Q8WZA2 | EPAC2 activation, biochemical qHTS; response scale: 100% = 6.5 mM cAMP response | Potency, µM (top dose mostly 154 µM), inactives show top-dose activation, usual class: activators | actives 0.079% (n = 360,000); note: potency is the fitted concentration of half-maximal effect; nearly all actives have a fitted effect of over 50% in size
Target sequence (Q8WZA2 whole entry, looked up): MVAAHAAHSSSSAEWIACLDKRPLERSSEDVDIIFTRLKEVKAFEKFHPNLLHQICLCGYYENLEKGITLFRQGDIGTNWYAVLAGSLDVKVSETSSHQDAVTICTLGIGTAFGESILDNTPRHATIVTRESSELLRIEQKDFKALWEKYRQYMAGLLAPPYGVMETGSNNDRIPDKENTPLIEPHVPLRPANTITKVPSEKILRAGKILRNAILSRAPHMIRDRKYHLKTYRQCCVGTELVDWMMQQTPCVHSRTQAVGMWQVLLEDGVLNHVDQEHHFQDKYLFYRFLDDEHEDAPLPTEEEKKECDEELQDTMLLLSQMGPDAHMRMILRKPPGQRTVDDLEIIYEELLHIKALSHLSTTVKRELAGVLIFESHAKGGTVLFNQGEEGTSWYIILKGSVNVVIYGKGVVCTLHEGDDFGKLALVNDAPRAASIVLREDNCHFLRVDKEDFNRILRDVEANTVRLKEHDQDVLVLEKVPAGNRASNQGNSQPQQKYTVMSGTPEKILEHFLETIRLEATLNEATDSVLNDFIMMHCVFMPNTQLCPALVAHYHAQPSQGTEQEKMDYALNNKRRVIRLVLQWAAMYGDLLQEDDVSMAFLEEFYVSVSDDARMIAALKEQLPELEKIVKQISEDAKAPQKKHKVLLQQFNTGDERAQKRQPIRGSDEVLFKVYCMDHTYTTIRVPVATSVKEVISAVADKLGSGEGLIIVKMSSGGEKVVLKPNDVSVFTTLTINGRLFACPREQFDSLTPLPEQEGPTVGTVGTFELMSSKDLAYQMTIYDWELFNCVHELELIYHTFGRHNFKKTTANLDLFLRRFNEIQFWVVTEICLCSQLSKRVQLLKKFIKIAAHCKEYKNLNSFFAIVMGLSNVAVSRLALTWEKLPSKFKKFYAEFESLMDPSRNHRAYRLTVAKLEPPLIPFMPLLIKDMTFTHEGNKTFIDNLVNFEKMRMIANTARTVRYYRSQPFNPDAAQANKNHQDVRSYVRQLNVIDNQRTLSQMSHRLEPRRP
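Guanine nucleotide exchange by EPAC2 is measured as reduced fluorescence of BODIPY-GDP once it is released from 250 nM Rap1B. Plates are read kinetically for 30 min at room temperature; results are scaled to 6.5 mM cAMP.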
Nrf2 block – blocks Nrf2 signaling | A549 ARE-Fluc reporter, luciferase luminescence, 18-24 h | Potency, µM (doses to about 46 µM), without a hit: at the highest dose activity change, negative = inhibition, hits mostly inhibitors | actives 2.1% (n = 360,000) | AID 504444; note: potency is the fitted concentration of half-maximal effect; % is set by controls: 0 for no effect and ±100 for the full control effect; nearly all actives have a fitted effect of over 60% in size
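In this cell-based qHTS, ARE-driven firefly luciferase in A549 cells reports Nrf2 activity; the luminescent signal after BugLite lysis is the measured value, with a prior CellTiter-Fluor read for cell health.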
A549 tox – kills or reduces viability of A549 cells in Nrf2 counter-screen; AID 504648; Potency, µM (highest dose often 46 µM), inactives show top-dose activity change, negative = cytotoxicity, hits mostly inhibitors; A549 ARE-Fluc cells, CellTiter-Fluor viability, 18-24 h; actives 0.16% (n = 390,000); note: potency is the fitted concentration of half-maximal effect; % is set by controls: 0 for no effect and ±100 for the full control effect
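A549 ARE-Fluc cells in 5% FBS OPTI-MEM, 5000 cells/well, rested 2 h then exposed to compounds in concentration-response for 18-24 h at 37 °C. Viability by CellTiter-Fluor fluorescence (Ex 405/Em 525) after 30 min; luciferase luminescence (BugLite, 15 min, RT) read afterwards.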
HepG2 viability – HepG2 cytotoxicity, counter-screen for TGF-b inhibitors; HepG2 CAGA-GFP viability, ATP luminescence, 18 h; Potency, µM (top dose mostly 46.1 µM), for the others: at the top dose activity change, negative = cytotoxicity, hits mostly cytotoxic; actives 0.76% (n = 410,000); note: potency is the fitted concentration of half-maximal effect; some results filed as inactive show a strong effect at the top dose
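HepG2 CAGA-GFP cells (1000/well, DMEM with 1% FBS) received compound, then TGF-beta at 500 pg/mL final, and were incubated 18 hours at 37 degrees C. Viability was read by CellTiter-Glo luminescence. Media-only wells were set as complete cell-killing and DMSO as no toxicity.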
* marks the source's active call; other numbers are inactive results; & = joins results of further samples; [ ] = remark or other dose. Unless noted, calls come from the whole dose curve; as a rule, active = well fitted curve in the direction sought with a large enough effect; inconclusive = small, poorly fitted or top-dose-only effect, or another doubt; inactive = no such curve, though single readings can be large; an effect the other way counts as inactive or inconclusive.

`Cc1nc2ccccc2c(=O)[nH]1` gave TGFb SMAD3 inh 10%, ATXN viability inactive, IL2 activator -1.7, ATXN2 expr inh 7%, Nrf2 ARE act 2.5%, EPAC2 agonist 2%, Nrf2 block 1%, A549 tox 0% and HepG2 viability 2%.
For O=C(CCn1c(=O)c2ccccc2n(CC(=O)NC2CCCC2)c1=O)NCc1ccco1 the results were TGFb SMAD3 inh -1%, ATXN viability inactive, IL2 activator -0.8, ATXN2 expr inh 19%, Nrf2 ARE act 0.0%, EPAC2 agonist -3%, Nrf2 block 17%, A549 tox -3% and HepG2 viability 2%.
`O=C(N/N=C/c1ccc[nH]1)c1ccc(COc2cccc3cccnc23)cc1` gave TGFb SMAD3 inh 1.8µM*, ATXN viability inconclusive, IL2 activator -6.7, ATXN2 expr inh 7.5µM*, Nrf2 ARE act -0.3%, EPAC2 agonist 4%, Nrf2 block inconclusive, A549 tox 7.3µM* and HepG2 viability 2%.
CCOC(=O)Cc1csc(NC(=O)CCCc2ccccc2)n1 was read as TGFb SMAD3 inh inconclusive, ATXN viability inactive, IL2 activator 0.0, ATXN2 expr inh 2%, Nrf2 ARE act -0.8%, EPAC2 agonist 7%, Nrf2 block 8%, A549 tox -7% and HepG2 viability 0%.
Screening COc1ccc(C2CC(=O)c3c(O)cc(O)cc3O2)cc1O (configuration not stated) returned TGFb SMAD3 inh -3%, ATXN viability inactive, IL2 activator -0.7, ATXN2 expr inh 63%[activator], Nrf2 ARE act 4.2%, EPAC2 agonist 3%, Nrf2 block -11%, A549 tox 15% and HepG2 viability -3%.
`NC(=O)c1nsc(C(=O)N(CC(=O)NCc2ccc3c(c2)OCO3)C2CCCCC2)c1N` gave TGFb SMAD3 inh -6%&-14%, ATXN viability inactive, IL2 activator 1.2, ATXN2 expr inh 10%, Nrf2 ARE act 3.5%, EPAC2 agonist 14%, Nrf2 block 14%, A549 tox -5%&-2% and HepG2 viability -1%&4%.
Screening COc1ccc(NC(=O)C2OC3OC(C)(C)OC3C3OC(C)(C)OC23)cc1 (configuration not stated) returned TGFb SMAD3 inh 7%, ATXN viability inactive, IL2 activator -0.2, ATXN2 expr inh -10%, Nrf2 ARE act -0.5%, EPAC2 agonist 6%, A549 tox 9% and HepG2 viability -19%.
Screening CCOC(=O)C(NC(C)=O)(Nc1ccc(S(=O)(=O)Nc2cc(C)nc(C)n2)cc1)C(F)(F)F (configuration not stated) returned TGFb SMAD3 inh -7%, ATXN viability inactive, IL2 activator -0.3, ATXN2 expr inh 3%, Nrf2 ARE act 0.1%, EPAC2 agonist -4%, Nrf2 block -20%, A549 tox -1% and HepG2 viability -16%.
Screening Cc1cc(C)n2c3c(c(C#N)c2n1)CC(C)(C)OC3 returned TGFb SMAD3 inh 24%, ATXN viability inactive, IL2 activator -1.6, ATXN2 expr inh 10%, Nrf2 ARE act -0.7%, EPAC2 agonist 4%, Nrf2 block -12%, A549 tox -11% and HepG2 viability 2%.
`COC(=O)c1ccccc1C(=O)N(c1ccccc1)c1ccccc1` gave TGFb SMAD3 inh -3%, ATXN viability inactive, IL2 activator -0.1, ATXN2 expr inh -24%, Nrf2 ARE act -0.1%, EPAC2 agonist 5%, Nrf2 block -5%, A549 tox -11% and HepG2 viability -25%.
For COC(=O)CSc1nnc(-c2ccco2)n1-c1ccc(C)cc1 the results were TGFb SMAD3 inh 0%, ATXN viability inactive, IL2 activator 0.5, ATXN2 expr inh -3%, Nrf2 ARE act -0.1%, EPAC2 agonist -3%, Nrf2 block 13%, A549 tox -4% and HepG2 viability -8%.
For Cc1c(NC(=O)/C(C#N)=C/c2ccc(-c3ccc(Cl)cc3)o2)c(=O)n(-c2ccccc2)n1C the results were TGFb SMAD3 inh inconclusive, ATXN viability inconclusive, IL2 activator -1.0, ATXN2 expr inh inconclusive, Nrf2 ARE act 10%, EPAC2 agonist 4%, Nrf2 block inconclusive, A549 tox 23µM* and HepG2 viability -38%.
For COc1cc(OC)cc(C(=O)NNC(=O)c2cc(=O)[nH]c3ccccc23)c1 the results were TGFb SMAD3 inh 0%, ATXN viability inactive, IL2 activator -1.7, ATXN2 expr inh 5%, Nrf2 ARE act -0.6%, EPAC2 agonist -3%, Nrf2 block 12%, A549 tox -2% and HepG2 viability 1%.
Screening NC(=O)CC(NC(=O)Cc1cccc2ccccc12)c1ccc(NC2CCC2)c([N+](=O)[O-])c1 (configuration not stated) returned TGFb SMAD3 inh 3%, ATXN viability inactive, IL2 activator 0.5, ATXN2 expr inh 5%, Nrf2 ARE act -0.9%, EPAC2 agonist -5%, Nrf2 block 5%, A549 tox -6% and HepG2 viability 4%.
Screening COc1ccccc1C1OCC(C)([N+](=O)[O-])CO1 (configuration not stated) returned TGFb SMAD3 inh 31%[activator], ATXN viability inactive, IL2 activator 0.2, ATXN2 expr inh 7%, Nrf2 ARE act 0.2%, EPAC2 agonist 8%, Nrf2 block -9%, A549 tox -2% and HepG2 viability 10%.
For O=C1CCCc2cc(S(=O)(=O)NCC3CCC(C(=O)Nc4ccc(Cl)cc4)CC3)ccc2N1 (configuration not stated) the results were TGFb SMAD3 inh 4%, ATXN viability inactive, ATXN2 expr inh -16%, Nrf2 ARE act 0.8%, A549 tox 5% and HepG2 viability -28%.
O=c1oc2ccccc2c(O)c1Sc1ccc(Cl)cc1 was read as TGFb SMAD3 inh inconclusive, ATXN viability inactive, IL2 activator 0.7, Nrf2 ARE act -0.2%, EPAC2 agonist 8%, Nrf2 block -7%, A549 tox 20% and HepG2 viability -10%.
`C[C@@H](c1ccccc1)N1C[C@H](COCc2ccccc2)Oc2cc(N3CCC[C@@H]3CO)ccc2S1(=O)=O` gave ATXN viability inconclusive, IL2 activator -0.8, ATXN2 expr inh -21%, Nrf2 ARE act 4.7% and EPAC2 agonist 6%.
Nc1ncnc2c1ncn2C1CCC(CO)C(O)C1 (configuration not stated) was read as TGFb SMAD3 inh 1%, ATXN viability inactive, IL2 activator -1.9, ATXN2 expr inh -3%, Nrf2 ARE act 0.2%, EPAC2 agonist 13%, Nrf2 block 3%, A549 tox 14%[1.84 µM] and HepG2 viability -4%.
Screening COc1cccc(-c2nnc(NC(=O)C3CCCCC3)o2)c1 returned TGFb SMAD3 inh 4%, ATXN viability inactive, IL2 activator -2.5, ATXN2 expr inh 14%, Nrf2 ARE act -0.5%, EPAC2 agonist 3%, Nrf2 block 5%, A549 tox -4% and HepG2 viability 5%.
`COCCNC(=O)CSc1nnc(-c2ccccc2F)n1Cc1ccccc1` gave TGFb SMAD3 inh 6%, ATXN viability inactive, IL2 activator 1.0, ATXN2 expr inh -1%[11.3 µM], Nrf2 ARE act 3.0%, EPAC2 agonist 6%, Nrf2 block -18%, A549 tox 9% and HepG2 viability 3%.
For O=C(CSc1nc(-c2ccco2)cc(C(F)(F)F)n1)Nc1ccc2c(c1)OCO2 the results were TGFb SMAD3 inh 1%, ATXN viability inconclusive, IL2 activator -2.4, ATXN2 expr inh -21%, Nrf2 ARE act -0.6%, EPAC2 agonist -4%, Nrf2 block -28%, A549 tox 0% and HepG2 viability 2%.
`COc1ccc(NS(=O)(=O)c2ccc(OC)c(OC)c2)cc1OC` gave TGFb SMAD3 inh inconclusive, ATXN viability inactive, IL2 activator -0.4, ATXN2 expr inh -11%, Nrf2 ARE act -0.5%, EPAC2 agonist 1%, Nrf2 block -5%, A549 tox -4% and HepG2 viability 4%.
For Cc1sc2nc3c(SC(C)C(=O)O)cc(C(=O)c4ccccc4O)cn3c(=O)c2c1C (configuration not stated) the results were TGFb SMAD3 inh -36%, ATXN viability inconclusive, IL2 activator 0.5, ATXN2 expr inh 9%, Nrf2 ARE act 0.4%, EPAC2 agonist -8%, Nrf2 block -6%, A549 tox inconclusive and HepG2 viability 3%.

A stretch from the list above, for reference:
For O=C1CCCc2cc(S(=O)(=O)NCC3CCC(C(=O)Nc4ccc(Cl)cc4)CC3)ccc2N1 (configuration not stated) the results were TGFb SMAD3 inh 4%, ATXN viability inactive, ATXN2 expr inh -16%, Nrf2 ARE act 0.8%, A549 tox 5% and HepG2 viability -28%.
O=c1oc2ccccc2c(O)c1Sc1ccc(Cl)cc1 was read as TGFb SMAD3 inh inconclusive, ATXN viability inactive, IL2 activator 0.7, Nrf2 ARE act -0.2%, EPAC2 agonist 8%, Nrf2 block -7%, A549 tox 20% and HepG2 viability -10%.

(further entries)
COc1cccc(C2C(C(=O)/C=C/c3ccco3)=C(O)C(=O)N2CCN2CCOCC2)c1 (configuration not stated) was read as TGFb SMAD3 inh -15%, ATXN viability inactive, IL2 activator -1.9, ATXN2 expr inh 13%, Nrf2 ARE act 1.5%, EPAC2 agonist 4%, Nrf2 block -8%, A549 tox -23% and HepG2 viability -14%.
Cc1ccc(OCc2nnc(SCC(=O)N3c4ccccc4Sc4ccc(Cl)cc43)o2)cc1 was read as TGFb SMAD3 inh inconclusive, ATXN viability inactive, IL2 activator 0.3, ATXN2 expr inh -6%, Nrf2 ARE act -0.3%, EPAC2 agonist 8%, Nrf2 block -30%, A549 tox 2% and HepG2 viability -2%.
Screening O=C(NCc1ccc(Cl)cc1)c1cc2c(nc3sccn32)s1 returned TGFb SMAD3 inh -14%, ATXN viability inactive, IL2 activator -0.3, ATXN2 expr inh -1%, Nrf2 ARE act 17%, EPAC2 agonist 4%, Nrf2 block inconclusive, A549 tox 6% and HepG2 viability -29%.
Screening O=C(CN1CCN(c2ccccc2)CC1)Nc1nccs1 returned TGFb SMAD3 inh 0%, ATXN viability inactive, IL2 activator 9.0, ATXN2 expr inh 0%, Nrf2 ARE act -0.5%, EPAC2 agonist 6%, A549 tox 8% and HepG2 viability -7%.
Screening Clc1ccc(-c2nc3ncccn3c2Nc2ccc3c(c2)OCO3)cc1 returned TGFb SMAD3 inh 0%, ATXN viability inactive, IL2 activator 3.3, ATXN2 expr inh -16%, Nrf2 ARE act 0.1%, EPAC2 agonist -7%, Nrf2 block -4%, A549 tox 1% and HepG2 viability -3%.
